# FadD28 FP inh: M. tuberculosis FadD28 bisubstrate binding inhibition; inhibition, % at 12.5 µM; FadD28 bisubstrate probe binding, fluorescence polarization; actives 0.22% (n = 360,000); in the data active means inhibition above about 8.5%, passing the limit was not always enough; inconclusive means no clear call, values can overlap the other calls
# FBA Mtb inh: inhibitors of M. tuberculosis fructose-bisphosphate aldolase; P9WQA3; purified M. tuberculosis FBA, fluorescence read-out; inhibition, % at 1 µM; actives 2.3% (n = 360,000); AID 588726; in the data active means inhibition above about 27%;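 further: 0% = vehicle and 100% = reference inhibitor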
# Target sequence (P9WQA3 whole entry, looked up): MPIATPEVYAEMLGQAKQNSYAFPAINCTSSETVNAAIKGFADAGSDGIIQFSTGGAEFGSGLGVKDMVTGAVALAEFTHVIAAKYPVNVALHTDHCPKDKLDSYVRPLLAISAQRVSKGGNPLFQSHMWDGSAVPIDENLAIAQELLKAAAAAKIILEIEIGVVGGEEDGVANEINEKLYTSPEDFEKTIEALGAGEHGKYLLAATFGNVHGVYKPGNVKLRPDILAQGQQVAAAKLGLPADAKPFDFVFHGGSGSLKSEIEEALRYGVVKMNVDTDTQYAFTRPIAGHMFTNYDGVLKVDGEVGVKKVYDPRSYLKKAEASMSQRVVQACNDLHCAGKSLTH
# BioA inh: BioA (M. tuberculosis) enzyme inhibition | actives 0.096% (n = 360,000) | purified M. tuberculosis BioA enzyme, plate reader | inhibition, % at 9.99 µM; in the data active means inhibition above about 40%; inconclusive means no clear call, values can overlap the other calls
# BoNT A protease: BoNT A light chain protease inhibition; multiplex microsphere protease substrate cleavage, flow cytometry; inhibition, % at 10 µM; actives 0.17% (n = 360,000); AID 588499; in the data active means inhibition above about 30%; inconclusive means no clear call, values can overlap the other calls; further: plate controls were buffer without enzyme for full effect and enzyme alone for no effect
# GDH-TPI counter: inhibits GDH-TPI coupling enzymes, artifact for Mtb FBA screen | GDH-TPI coupled enzyme counterscreen, NADH absorbance | inhibition, % at 4.8 µM | actives 1.2% (n = 360,000) | AID 588335;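 further: 0% = DMSO wells and 100% = wells lacking the enzyme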
# BoNT F protease: blocks Botulinum neurotoxin F light chain protease; Multiplex microsphere protease cleavage assay, flow cytometry; inhibition, % at 10 µM; actives 0.22% (n = 360,000); in the data active means inhibition above about 35%, passing the limit was not always enough; inconclusive means no clear call, values can overlap the other calls; further: plate controls were buffer without enzyme for full effect and enzyme alone for no effect
# Mtb UGM inh: Mtb UDP-galactopyranose mutase inhibition. purified UGM, fluorescence polarization probe displacement. actives 0.06% (n = 320,000). inhibition, % at 10 µM. AID 504406; in the data active means inhibition above about 10%, passing the limit was not always enough; inconclusive means no clear call, values can overlap the other calls
# Target sequence (P9WIQ1 whole entry, looked up): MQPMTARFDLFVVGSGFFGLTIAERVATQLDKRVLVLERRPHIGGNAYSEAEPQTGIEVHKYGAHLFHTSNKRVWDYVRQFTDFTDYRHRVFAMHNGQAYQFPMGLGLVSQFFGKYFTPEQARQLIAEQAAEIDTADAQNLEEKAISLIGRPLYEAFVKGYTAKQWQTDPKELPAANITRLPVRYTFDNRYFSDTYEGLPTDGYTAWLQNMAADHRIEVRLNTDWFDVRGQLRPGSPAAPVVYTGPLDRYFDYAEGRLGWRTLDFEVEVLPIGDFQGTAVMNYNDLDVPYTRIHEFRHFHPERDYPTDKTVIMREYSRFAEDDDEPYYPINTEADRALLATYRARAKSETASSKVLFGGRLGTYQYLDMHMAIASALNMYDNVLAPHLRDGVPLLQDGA
# CCHF vOTU inh: CCHFV vOTU protease inhibition; Pep-AMC fluorescence; actives 0.55% (n = 370,000); inhibition, % at 11.5 µM; AID 651958; further: 0% = vehicle wells with enzyme and 100% = no enzyme wells
# PrPC surface inh: inhibitors of human cell surface prion protein PrPC. P04156. actives 0.43% (n = 370,000). TR-FRET read-out. inhibition, % at 13.8 µM. AID 720596; in the data active means inhibition above about 24%; further: 0% = median of the test wells and 100% = reference compound wells
# * hit, by the source's call; ? = inconclusive; nt = no result given; & = joins results of further samples. Unless noted, no stated cut-off is given here; in the data, active means inhibition above about 30%; inactive means the rest. Hits appear at their usual frequency. About 4.8% of those tested had a hit in this group.
SMILES,FadD28 FP inh,FBA Mtb inh,BioA inh,BoNT A protease,GDH-TPI counter,BoNT F protease,Mtb UGM inh,CCHF vOTU inh,PrPC surface inh
CN1CCC(N2CC3CC(C2)c2cccc(=O)n2C3)CC1 (stereo not drawn),-4.5,0,2.2,-2.2,6,-6,2.3,-5,-5
CCCn1c(N)nc2ccccc21,-1.1,2,-0.8,0.3,8,-15,-2.8,8,4
O=C(COC(=O)c1ccc(F)cc1F)Nc1ccc(Cl)cn1,-0.8,2,0.8,-0.1,-4,4,2.0,-2,1
O=C1CC(N2CCCCCC2)C(=O)N1c1ccc(F)cc1 (stereo not drawn),-0.5,1,nt,-0.3,1,-2,-0.7,-16,-3
O=C(Cn1c(NCCO)nc2ccccc21)c1cccs1,1.4,7,0.0,0.1,0,-18,-2.7,2,5
COCCCN1C(=O)c2ccccc2C1C(=O)NC1CCCCCC1 (stereo not drawn),-1.0,-1,-5.7,2.2,8,1,0.7,-7,-3
Cc1ccc(S(=O)(=O)N2CCN(CC(=O)N/N=C/c3ccc(Br)s3)CC2)cc1,-1.7,-5,0.2,0.5,14,-1,1.0,8,-4
NC(=S)Cc1nc2n(n1)Cc1ccccc1-2,-2.0,1,-1.0,1.1,7,5,4.8,-5,4
COc1ccc(C=NOCC(=O)OCC(=O)Nc2ccc(OC)cc2)cc1,nt,-3,-1.1,-1.4,-8,-4,-0.7,3,-6
CCOC(=O)c1sc2ncnc(NCc3ccco3)c2c1C,-2.1,17,nt,0.2,-4,-8,2.8,13,24*
COC(=O)CSc1nc2cc3c(cc2cc1C#N)OCO3,-0.9,9,nt,-0.4,1,-5,0.8,5,-3
COc1ccc(CCN(C)C(=O)CN2C(=O)NC3(CCCc4ccccc43)C2=O)cc1OC (stereo not drawn),1.2,2,-3.7,-1.2,-2,?,-0.3,20,1
Cc1oc2ccc(OC(=O)COc3c(F)c(F)c(F)c(F)c3F)cc2c1C(=O)OC(C)C,-3.9,-1,nt,-0.1,-7,-6,-4.8,10,-2
CCS(=O)(=O)N1CCN(c2ccc([N+](=O)[O-])c(NCc3ccccc3)c2)CC1,-6.4,-11,0.6,-0.2,9,1,-0.2,2,-9
COc1ccc(CNC(=O)Cc2c[nH]c3ccccc23)cc1OC,-3.2,1,0.5,-3.2,-2,-6,0.3,-3,2
COc1ccc(OCc2cc(=O)c3ccc4c(c3o2)C=CC(C)(C)O4)cc1OC,-4.9,-1,18,-0.3,9,-1,1.7,14,6
CCOC(=O)C1=C(CC)Nc2ccccc2N=C1NC(=O)c1ccc(S(=O)(=O)N(C)C)cc1,-0.8,4,-0.8,-0.6,12,14,-0.3,1,6
CN(N=Nc1nc[nH]c1C(=O)NN)C1CCCCC1,0.0,2,nt,-0.6,15,9,nt,3,-2
O=C(Nc1cccc(C(=O)O)c1)/C(=C/c1ccccc1)NC(=O)c1cccc(Br)c1,0.6,-1,0.4,nt,10,nt,-5.9,4,-1
Cc1cc(C(=O)Nc2nnc(C3CC3)s2)c(C)s1,-2.8,1,-0.4,0.0,5,?,-0.9,7,10
COc1ccc(N2CCN(C(=O)COC(=O)c3ccc(C)o3)CC2)cc1,-0.1,4,nt,nt,-4,nt,-0.1,-8,0
CC1(C(=O)NS(=O)(=O)C2CC2)CCCN(C(=O)c2cccc(Cl)c2)C1 (stereo not drawn),-9.7,0,-0.2,-0.3,1,-3,nt,1,-1
CCN(CCN(C)C)C(=O)Cn1ncc2c1-c1cc(C)ccc1OC2,0.9,3,-0.2,1.4,-10,5,-0.1,-5,-5
C=CC[C@@H](Cc1ccc(F)cc1)C(=O)OC[C@@H]1CCCN1C(=O)[C@@H](CC=C)CC(=O)N[C@H](CO)Cc1ccccc1,-3.0,-1,0.7,-0.9,-3,-10,1.4,18,2
NS(=O)(=O)c1ccc(-c2c(-c3ccccc3)sc3ccccc23)cc1,-5.9,0,-1.3,0.1,0,-2,0.6,4,-94
Cc1cn(C2OC(CC(=O)Oc3ccccc3)C(O)C2O)c(=O)[nH]c1=O (stereo not drawn),-3.0,1,nt,0.4,0,-4,-0.8,-2,1
COc1ccc(NC(=O)CN(C)C(=O)c2ccc(N3CCOCC3)c([N+](=O)[O-])c2)cc1,-3.7,-5,0.6,-1.1,6,-8,-0.1,17,-22
Clc1ccc(/C=N/c2c(-c3ccco3)nc3ccccn23)cc1,1.3,8,1.4,-1.1,14,-12,2.0,-6,-8
Cc1ccc(Nc2ccc(S(=O)(=O)N3CCOCC3)cc2[N+](=O)[O-])c(C)c1,0.2,1,0.0,-1.1,-6,-7,1.1,-5,-6
N#Cc1ccccc1/C=N/Nc1nc(-c2ccccc2)c2cc(Cl)ccc2n1,-1.7,-1,-1.5,1.0,8,6,2.3,3,-4
CCOC(=O)C1=C(C)N(CCCCCC(=O)O)C(=O)NC1c1ccccc1OS(=O)(=O)c1ccc(C)cc1 (stereo not drawn),-1.0,-5,1.1,-1.0,-12,-20,0.9,0,-6
COC(=O)c1c(-c2cc(OC)cc(OC)c2)sc2ccc(OC)cc12,-3.1,4,-0.3,0.0,5,-6,-2.1,1,4
CCOC(=O)c1ccc(NC(=S)NCCCN2CCOCC2)cc1,-5.3,-1,nt,-1.0,-9,-3,1.2,11,-3
CC(=O)Nc1ccc(S(=O)(=O)N2CN(c3ccc(C)cc3)c3nc4ccccc4nc32)cc1,-3.9,0,1.6,0.2,-2,0,0.8,10,-5
O=C(/C=C/Nc1ccc(Nc2ccccc2)cc1)c1cccs1,-1.6,-8,nt,-0.5,3,-3,nt,5,-11
C=C(C)[C@H]1CC=C(C)/C(=N/NC(=O)CNc2ccccc2OC)C1,-1.7,-1,-1.0,19,4,21,0.1,7,13
COc1ccc(C)cc1NC(=O)C(NC(=O)c1cc(OC)c(OC)c(OC)c1)C(C)C (stereo not drawn),-1.7,-2,nt,0.0,-1,-2,-0.9,-4,-6
Cc1csc(=O)n1CCC(=O)OCC(=O)Nc1ncc(Cl)cc1Cl,0.0,-1,0.8,-4.6,5,4,-2.2,-14,-2
O=C(COc1ccc(Br)cc1CO)Nc1ccc(S(=O)(=O)N2CCCC2)cc1,0.2,-2,0.1,-52,3,-96,nt,1,0
COc1ccc(OCCC(=O)NC2=NCCS2)cc1,-2.2,4,0.6,0.6,-6,-9,1.1,25,2
Cc1ccc(S(=O)(=O)N2CCSC2C(=O)O)cc1 (stereo not drawn),-2.8,1,-2.1,0.6,7,8,-1.7,19,3
Cc1cccc(Nc2nnc(SCC(=O)N(C)C3CCS(=O)(=O)C3)s2)c1C (stereo not drawn),-1.4,-2,nt,0.4,-3,-7,-1.7,0,-6
COc1cc(NC(=S)NC(=O)c2cc(C)cc(C)c2)ccc1NC(=O)c1cccs1,0.9,2,-0.9,-0.1,16,1,2.1,16,0
COCCNC(=O)CSc1nc2scc(-c3ccccc3)c2c(=O)[nH]1,-0.1,2,nt,nt,3,nt,1.2,-7,5
COC(=O)c1ccc(CNC(=O)CN2C(=O)NC(Cc3ccccc3)(c3ccccc3)C2=O)cc1 (stereo not drawn),-4.6,-2,-0.2,-0.1,2,3,nt,-10,13
CCCc1c(C(=O)N/N=C/c2ccc(-c3ccccc3)cc2)nnn1-c1nonc1N,-1.4,-2,-2.1,-0.8,-5,-7,nt,7,1
O=C(COC(=O)Cc1ccc(Br)cc1)NCc1cccs1,-0.9,-1,nt,0.7,-3,2,nt,1,-1
COC(=O)c1sc(NC(=O)COc2cccc3ccccc23)nc1C,-3.0,0,2.5,-0.7,12,-2,-0.2,-6,2
Cc1ccc(S(=O)(=O)C2(C(=O)N3CCN(C4CCCCC4)CC3)CC2)cc1,-1.5,4,nt,1.2,3,12,0.3,-7,4
O=C(OCC(=O)N1N=C(c2ccc(Cl)cc2)CC1c1ccco1)c1cncc(Br)c1 (stereo not drawn),-0.5,-2,-0.5,-0.5,8,1,0.0,11,0
NS(=O)(=O)c1cccc(NC(=O)c2cccc(Oc3ccccc3)c2)c1,-10,-1,3.6,-1.2,-5,2,-1.0,10,-6
O=C(CCc1ccc(O)c(O)c1)NNC(=S)Nc1ccc(Br)cc1Cl,-0.8,1,2.1,-0.2,1,-3,-0.6,-2,4
COc1ccc(OC)c(C(O)c2nc3ccccc3n2C(C)C)c1 (stereo not drawn),1.4,0,-1.0,-0.6,10,-6,1.3,4,-4
COc1ccc(C(=O)OCC(=O)Nc2cc(S(=O)(=O)N3CCOCC3)ccc2N2CCCC2)cc1,0.1,5,nt,-0.6,-1,-6,-0.4,5,-3
O=C(O)c1ccc(CNC(=O)c2ccc(C(F)(F)F)cc2)cc1,-0.4,0,nt,0.2,11,-1,2.1,-3,6
FC(F)(F)c1ccc(N2CCOCC2)c(Nc2nc3ccccc3n3cnnc23)c1,-2.6,2,1.1,-0.3,5,0,0.4,nt,nt
Cc1noc(C)c1C(c1ccccc1)S(=O)(=O)c1ccccc1 (stereo not drawn),-5.3,-2,-0.7,1.0,-5,6,-1.5,4,2
O=C(CSc1nnc(COc2ccc(Cl)cc2)o1)N(c1ccccc1)C1CCS(=O)(=O)C1 (stereo not drawn),-0.4,0,4.3,-0.3,0,0,nt,2,18
COc1ccc(C(C)NC(=S)NCc2ccc(F)cc2)cc1 (stereo not drawn),-2.5,0,1.4,-0.5,3,-4,1.4,-2,-2
CCOc1ccc(C(=O)c2cnc3ccccc3c2N2CCN(CC)CC2)cc1,-1.5,1,-0.5,-1.4,14,-18,-1.1,6,-3

# Brought forward from above: four compounds, followed by the next part.
SMILES,FadD28 FP inh,FBA Mtb inh,BioA inh,BoNT A protease,GDH-TPI counter,BoNT F protease,Mtb UGM inh,CCHF vOTU inh,PrPC surface inh
Cc1noc(C)c1C(c1ccccc1)S(=O)(=O)c1ccccc1 (stereo not drawn),-5.3,-2,-0.7,1.0,-5,6,-1.5,4,2
O=C(CSc1nnc(COc2ccc(Cl)cc2)o1)N(c1ccccc1)C1CCS(=O)(=O)C1 (stereo not drawn),-0.4,0,4.3,-0.3,0,0,nt,2,18
COc1ccc(C(C)NC(=S)NCc2ccc(F)cc2)cc1 (stereo not drawn),-2.5,0,1.4,-0.5,3,-4,1.4,-2,-2
CCOc1ccc(C(=O)c2cnc3ccccc3c2N2CCN(CC)CC2)cc1,-1.5,1,-0.5,-1.4,14,-18,-1.1,6,-3
COc1cccc(-c2ccc3nnc(SCC(=O)N4CCCC4)n3n2)c1,-4.3,3,nt,nt,-3,nt,-1.7,6,-24
Cc1ccc(C(=O)NCc2ccc3c(c2)OCO3)cc1Cl,0.4,0,2.5,-1.4,3,-23,-1.8,-12,8
C[C@H](CO)N1C[C@H](C)[C@@H](CN(C)Cc2ccc3c(c2)OCO3)Oc2cc(Br)ccc2S1(=O)=O,1.4,7,-0.8&-1.4,0.3,-4,2,nt,-4,3
O=C(c1cnn(-c2ccccc2)c1)c1ccccc1O,-0.3,-4,nt,-0.2,12,-6,1.7,8,-1
O=C(Nc1ccc(N2C(=O)C3C4C=CC(C4)C3C2=O)cc1)Nc1nnc(C(F)(F)F)s1 (stereo not drawn),0.0,-4,1.2,-0.7,3,-6,0.0,10,0
CN(C(=O)COC(=O)c1cc2c(s1)CCCCC2)c1ccccc1,-3.1,4,-0.4,-4.1,8,2,1.9,11,9
O=C(O)CCSc1nnc(-c2cccnc2)n1-c1ccccc1,-1.8,1,-0.9,-0.1,-8,9,-2.1,nt,nt
COc1ccc(/C=N/Nc2nc3ccccc3o2)cc1O,-2.7,-2,0.4,-1.3,28,-10,0.7,12,-10
CN(C)S(=O)(=O)c1cccc(CSc2cccc[n+]2[O-])c1,1.3,5,4.7,-2.3,1,-25,3.0,14,-6
Cc1nc2nc(SCC(=O)NCCCN3CCCCCC3)nn2c(C)c1Cc1ccccc1Cl,-5.2,0,8.8,-1.4,-1,-8,-1.2,2,2
O=C(CCN1CCc2ccccc2C1)Nc1ccc(F)c(F)c1,-3.3,-3,nt,-0.7,-10,-11,2.0,-10,-10
Cc1ccc(OCCn2c(NC(=O)c3ccco3)nc3ccccc32)cc1,2.5,2,nt,-0.5,11,-2,0.0,-5,2
